Screening data: PubChem BioAssay, National Center for Advancing Translational Sciences (NCATS)
mIDH1 inhibitor = blocks human mutant IDH1 R132H enzyme. AID 602179. actives 0.093% (n = 390,000). IDH1-R132H enzyme, NADPH consumption, diaphorase/resazurin fluorescence. Potency, µM (highest dose often 76.6 µM), without a hit: at the top dose activity change, negative = inhibition, hits mostly inhibitors; also: % is scaled to controls: 0 for no effect and ±100 for the full control effect; nearly all actives have a fitted effect of over 65% in size
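IDH1-R132H (0.5 ug/mL) preincubated 30 min with compound, then NADPH (0.016 mM) and alpha-KG (2 mM) added; 80 min at RT, pH 7.5. Remaining NADPH coupled via diaphorase/resazurin to fluorescence (540/590 nm); concentration-response curves normalized to no-enzyme control.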
RXFP1 ag = agonists of human relaxin receptor RXFP1. Q9HBX9. HEK293T-RXFP1 cAMP TR-FRET, 30 min; response scale: percent of porcine relaxin response, buffer zero. Potency, µM (top dose mostly 57.5 µM), without a hit: at the highest dose activation, usual class: activators. actives 0.3% (n = 370,000); also: % is scaled to controls: 0 for no effect and ±100 for the full control effect; nearly all actives have a fitted effect of over 60% in size; many of its hits are not listed in these tables
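Agonist response is measured as cAMP accumulation in an RXFP1-transfected HEK293T line under PDE4 inhibition. Values are scaled between buffer-only and 29 nM porcine relaxin, and EC50s come from standard Hill equation fits.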
USP1 inh = blocks the human USP1/UAF1 deubiquitinase complex | actives 0.23% (n = 390,000) | recombinant USP1/UAF1, Ub-Rhodamine cleavage fluorescence | Potency, µM (titrated, usually from 57.1 µM), for the others: at the highest dose activity change, negative = inhibition, most hits filed as inhibitors | O94782; also: % is scaled to controls: 0 for no effect and ±100 for the full control effect; nearly all actives have a fitted effect of over 60% in size; inactives centre near -12
Target sequence (O94782 whole entry, looked up): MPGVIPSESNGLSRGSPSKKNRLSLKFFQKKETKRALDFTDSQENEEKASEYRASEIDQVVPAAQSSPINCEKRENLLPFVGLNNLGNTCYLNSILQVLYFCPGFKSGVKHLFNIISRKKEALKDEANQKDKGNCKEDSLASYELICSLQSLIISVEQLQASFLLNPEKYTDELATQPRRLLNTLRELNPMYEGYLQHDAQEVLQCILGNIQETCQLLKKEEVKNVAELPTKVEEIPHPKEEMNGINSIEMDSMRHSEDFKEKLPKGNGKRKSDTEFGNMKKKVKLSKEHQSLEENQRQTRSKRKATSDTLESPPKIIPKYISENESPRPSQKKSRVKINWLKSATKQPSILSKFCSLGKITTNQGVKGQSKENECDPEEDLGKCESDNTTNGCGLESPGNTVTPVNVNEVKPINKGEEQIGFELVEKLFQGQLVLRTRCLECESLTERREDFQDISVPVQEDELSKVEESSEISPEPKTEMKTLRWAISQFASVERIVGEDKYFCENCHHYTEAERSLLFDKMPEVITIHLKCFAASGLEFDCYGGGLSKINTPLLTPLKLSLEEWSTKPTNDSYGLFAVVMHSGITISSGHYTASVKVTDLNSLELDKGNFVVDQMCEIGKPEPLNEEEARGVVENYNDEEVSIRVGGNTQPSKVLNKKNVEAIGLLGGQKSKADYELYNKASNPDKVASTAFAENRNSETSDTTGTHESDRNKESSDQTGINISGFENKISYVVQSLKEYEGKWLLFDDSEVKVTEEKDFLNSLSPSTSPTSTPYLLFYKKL
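High-throughput fluorogenic screen: 1nM USP1/UAF1 complex, Ub-Rho substrate 150nM final, 50mM HEPES pH 7.8 with 0.5mM EDTA, 0.1 mg/ml BSA, 1mM TCEP and 0.01% Tween-20.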
ALOX12 inh = inhibitors of human 12S-lipoxygenase ALOX12; actives 1.1% (n = 580,000); Potency, µM (series often up to 108 µM), inactives show at the highest dose activity change, negative = inhibition, actives largely listed as inhibitors; purified 12hLO, xylenol orange hydroperoxide absorbance; AID 1671190; P18054; also: % is scaled to controls: 0 for no effect and ±100 for the full control effect
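Purified human 12hLO (150 nM final) in 25 mM Hepes, 0.01% Triton X-100, pH 7.0 was preincubated 15 min at room temperature with compound. Then 40 uM arachidonic acid was added, 30 min. Hydroperoxide was read by Fe-XO absorbance ratio 573/405 nm.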
Vif-APOBEC3F blk = Vif-A3F binding inhibition; Potency, µM (series often up to 46.1 µM), for inactives: at the highest dose activity, negative = active; actives 0.2% (n = 390,000); HeLa A3F-eYFP + Vif (tagged APOBEC3F with the HIV-1 protein that degrades it), YFP fluorescence increase; AID 602313; also: % of control where 0% means no effect; nearly all actives have a fitted effect of over 65% in size
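HeLa cells stably expressing A3F-eYFP plus Vif, plated and incubated overnight at 37 deg C, then exposed to compounds overnight at 37 deg C. Blocked degradation read as raised yellow fluorescence (Ex 488/Em 500-530).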
TrxR1 substrate = is turned over as a substrate by rat TrxR1; Potency, µM (doses to about 114 µM), for the others: at the highest dose activity change, negative = substrate turnover; O89049; purified TrxR1 substrate turnover, NADPH consumption readout; AID 588456; actives 0.01% (n = 390,000); also: % is scaled to controls: 0 for no effect and ±100 for the full control effect; nearly all actives have a fitted effect of over 50% in size
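Rat TrxR1, dispensed at 90 nM, was prereduced with 400 uM NADPH (final) for 5 min at ~22 deg C, then incubated with compound 15 min before 400 uM selenite. A first-read NADPH fluorescence drop versus no-compound background flagged substrates.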
Vif-A3G inh = Vif-A3G binding inhibition. actives 0.076% (n = 410,000). Q9HC16. AID 602310. HeLa A3G-eYFP + Vif (tagged APOBEC3G with the HIV-1 protein that degrades it), YFP fluorescence, overnight. Potency, µM (doses to about 46.1 µM), inactives show top-dose activity, negative = active, usual class: inhibitors;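 also: % is scaled to controls: 0 for no effect and ±100 for the full control effect; nearly all actives have a fitted effect of over 60% in size; hits raise eYFP signal because A3G escapes Vif-driven loss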
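HeLa cells stably expressing Vif and C-terminally eYFP-tagged A3G, seeded overnight at 37 deg C, then exposed to compound by pintool overnight at 37 deg C. Rise in yellow fluorescence (Ex 488/Em 500-530, Acumen) marks blocked Vif-driven A3G degradation.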
RGS4 inhibitor = human RGS4 inhibition; P49798; Transcreener GDP fluorescence polarization, RGS4-accelerated GTP hydrolysis; Potency, µM (series often up to 114 µM), without a hit: at the top dose activity change, negative = inhibition, most hits filed as inhibitors; actives 0.039% (n = 390,000); AID 504845; also: % is scaled to controls: 0 for no effect and ±100 for the full control effect; nearly all actives have a fitted effect of over 75% in size; some results filed as inactive show a strong effect at the top dose
Target sequence (P49798 whole entry, looked up): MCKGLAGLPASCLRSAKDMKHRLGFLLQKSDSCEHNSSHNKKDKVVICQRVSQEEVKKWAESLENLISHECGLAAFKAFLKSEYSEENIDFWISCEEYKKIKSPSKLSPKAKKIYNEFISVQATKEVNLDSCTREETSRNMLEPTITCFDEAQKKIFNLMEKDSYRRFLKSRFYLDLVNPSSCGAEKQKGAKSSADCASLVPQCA
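MLSMR compounds (23 nl, pin-transferred) preincubated 10 min at room temperature with a 500nM (2x) first reagent, then RGS4 at 900nM (2x) plus Transcreener GDP mix added; fluorescence polarization (620/688 nm) read before and after 90 min at 30 °C.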
rTrxR1 inhibitor = blocks rat thioredoxin reductase 1; actives 1% (n = 390,000); AID 588453; recombinant rTrxR1, NADPH fluorescence consumption, selenite substrate; Potency, µM (highest dose often 114 µM), inactives show at the highest dose activity change, negative = inhibition, actives largely listed as inhibitors; O89049; also: % is scaled to controls: 0 for no effect and ±100 for the full control effect; nearly all actives have a fitted effect of over 65% in size
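Rat TrxR1 (90 nM in the dispensed reagent) was pre-reduced with 400 uM NADPH for 5 min at room temperature, then incubated with compound for 15 min. After 400 uM selenite was added, NADPH fluorescence (Ex 340/Em 450 nm) was followed for 8 min.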
Active calls of the source: *; ? = inconclusive; . = no result given; & = joins results of further samples; [ ] = another dose, or the depositor's remark. Calls follow the shape of the dose curve; as a rule, active = well fitted curve in the direction sought with a large enough effect; inconclusive = small, poorly fitted or top-dose-only effect, or another doubt; inactive = no such curve, though single readings can be large; an effect the other way counts as inactive or inconclusive. Potency is read from the fitted curve at half-maximal effect.

nr | canonical_smiles | mIDH1 inhibitor | RXFP1 ag | USP1 inh | ALOX12 inh | Vif-APOBEC3F blk
1 | COc1ccccc1CNC(=O)COc1ccc(C)cc1 | 7% | -0.6% | -11% | -9% | 2%
2 | CCOC(=O)C(C)c1ccc2cc(OC)ccc2c1 (stereo not drawn) | 0% | -0.2% | -10% | 0%[57.4 µM] | -1%
3 | COc1cc(NC(=O)CSc2nc(C)cs2)cc(OC)c1 | 2% | 1.3% | ? | -4% | -5%
4 | CN(CCNC(=O)C1CCCN(c2ncnc3c2nc2n3CCCCC2)C1)Cc1ccccc1 (stereo not drawn) | 6% | 9.0% | -5% | 26% | -9%
5 | COc1ccc(NS(=O)(=O)c2cccc(C(=O)Nc3cccc(C(=O)O)c3)c2)cc1 | 2% | 0.1% | -13% | 7% | -1%
6 | COc1ccc(CN2CCN(Cc3ccc(CO)o3)CC2CCO)cc1C (stereo not drawn) | -6% | -0.4% | -4% | -7% | -20%
7 | Cc1ccc(C)c(-n2c(N)c(C(N)=O)sc2=S)c1 | -1% | 1.0% | -14% | -15% | -16%
8 | O=C(Nc1ccc(O)cc1C(=O)O)c1cccc(Br)c1 | 4% | -0.4% | 2% | 0% | .
9 | CN(Cc1ccccc1F)C(=O)CCNC(=O)c1ccc(C(C)(C)C)cc1 | -3% | -0.5% | -17% | 11% | -3%
10 | CCC(CC)c1nnc(NC(=O)Oc2ccccc2)s1 | 14% | 4.4% | -7% | 14% | 3%
11 | Cc1ccc(S(=O)(=O)N2[C@@H](c3cccc(Cl)c3)C(C(=O)O)=CC[C@H]2c2cccc(C)c2)cc1 | 8% | 1.3% | -11% | -22% | 1%
12 | CC1C/C(=N\NC(=O)c2ccc(NS(=O)(=O)c3ccc(Br)cc3)cc2)CC(C)(C)C1 (stereo not drawn) | -6% | 0.9% | -6% | ? | 8%

nr | TrxR1 substrate | Vif-A3G inh | RGS4 inhibitor | rTrxR1 inhibitor
1 | 6%[2.29 µM] | -4% | -4% | 2%[57.1 µM]
2 | -6% | 1% | -2% | 1%
3 | 11% | -5% | 19% | 11%
4 | 3% | 3% | 12% | 17%
5 | 7% | -1% | -2% | 28%
6 | 1% | -1% | 2% | 12%
7 | -5% | -3% | -6% | -1%
8 | -5% | 0% | 7% | 14%
9 | -19% | 0% | 2% | -19%
10 | -1% | 1% | -13% | 26%
11 | 1% | -3% | 12% | 14%
12 | 9%[57.1 µM] | 1% | 11% | 8%[57.1 µM]

Further compounds
nr | canonical_smiles | mIDH1 inhibitor | RXFP1 ag | USP1 inh | ALOX12 inh | Vif-APOBEC3F blk
13 | COc1ccc(Br)cc1CNCc1c(C(=O)O)c(C)n(Cc2ccccc2C)c1C | -27% | 0.6% | -12% | ? | 2%
14 | Cc1cc(=O)oc2c(C)c(OCC(=O)NC3CC(C)(C)NC(C)(C)C3)ccc12 | 14% | 2.1% | -18% | 0% | 3%
15 | COc1ccccc1NC(=S)N(Cc1ccc(C(=O)O)cc1)Cc1ccc(OC)c(OC)c1 | -1% | 1.1% | -19% | ? | -5%
16 | COc1ccccc1Oc1cc(F)nc(N)n1 | 4% | 1.5% | -20% | 0% | -17%
17 | COC(=O)c1ccc(/C=N/OCC(=O)NCCc2ccc(OC)c(OC)c2)cc1 | 3% | -2.3% | -22% | 5% | 7%
18 | Cc1ccccc1-c1nc(CN2CCC(C(=O)NCCCN3CC(C)CC(C)C3)CC2)c(C)o1 (stereo not drawn) | 5% | -0.7% | -12% | 0% | -6%
19 | CC1(C)SC(=S)N(/N=C/c2ccc(O)cc2)C1N(O)C(=O)Nc1ccc([N+](=O)[O-])cc1 (stereo not drawn) | 9% | 1.5% | ? | ? | -5%
20 | COc1ccc(-n2c(-c3ccc(OC)c(OC)c3)n[nH]c2=S)cc1 | -2% | 6.9% | -19% | 18µM* | -5%
21 | Cc1cccc(C(=O)Nc2ccc(-c3nc4ccccc4s3)c(C)c2)c1 | -1% | 8.1% | -2% | 9%&-25% | -6%
22 | COc1ccc(C2CC(=O)Nc3c2c(=O)n(C)c2nc4ccccc4n32)cc1 (stereo not drawn) | 13% | -0.9% | -30% | -2% | -1%
23 | COc1ccc(CC(=O)Nc2nc(C)cs2)cc1S(=O)(=O)N1CCOCC1 | 6% | 8.0% | -19% | -51% | 1%
24 | CC(C)(C)c1nnc(NC(=O)CCS(=O)(=O)c2ccccc2)s1 | 2% | -0.7% | -19% | -24% | -20%

nr | TrxR1 substrate | Vif-A3G inh | RGS4 inhibitor | rTrxR1 inhibitor
13 | -9% | 0% | -9% | -17%
14 | 33%[activator] | 4% | -18% | 15%
15 | 7% | 4% | -12%[56.9 µM] | 25%
16 | 10% | 1% | 8% | 16%
17 | 0% | -2% | 7% | -13%
18 | 3% | 1% | -14% | 9%
19 | ? | -10% | -12% | -10%
20 | 17% | -7% | -35% | ?
21 | 20%[57.1 µM] | 3% | -3% | 9%[57.1 µM]
22 | 25% | -10% | 1% | 9%
23 | 7% | 0% | -9% | 13%
24 | 10%[57.1 µM] | -18% | 7% | 8%[57.1 µM]

Next compounds:
nr | canonical_smiles | mIDH1 inhibitor | RXFP1 ag | USP1 inh | ALOX12 inh | Vif-APOBEC3F blk
25 | Cc1nn(CC(=O)Nc2cccnc2)c(C)c1[N+](=O)[O-] | 7% | 3.9% | -13% | 15% | -5%
26 | O=C(CN1C(=O)c2ccccc2S1(=O)=O)N1CCN(c2ccccc2F)CC1 | 2% | 0.2% | -16% | 16% | -5%
27 | Cc1c(Cl)cccc1NC(=S)NCCc1ccc(C(F)(F)F)cc1 | 2% | 1.0% | -20% | 40µM* | -8%
28 | NS(=O)(=O)c1ccc(-c2ccc(/C=C3\SC(=O)NC3=O)o2)cc1 | -11% | -2.7% | 0% | ? | -18%
29 | CCCCN(CC)Cc1ccc(CNC(=O)Nc2ccc(OC)cc2OC)o1 | 4% | -2.3% | -4% | 432%[activator] | -5%
30 | CCOC12NC(=O)CC(=O)N1C(c1ccccc1)=CS2 (stereo not drawn) | 2% | -0.6% | -19% | -27% | -21%
31 | NC(=O)/C(=C\c1ccccc1)NC(=O)/C=C/c1ccccc1 | 1% | 0.3% | -18% | -15% | -3%
32 | c1ccc(-c2csc(-c3ccncc3)n2)cc1 | 15% | 5.8% | -10% | 15% | 8%
33 | CC(C)Cn1c(CCCNC(=O)c2ccco2)nc2ccccc21 | 0% | 0.1% | -4% | 13% | 2%
34 | CCOc1ccccc1NC(=O)Cn1c(=O)n(-c2ccccc2)c(=O)c2oc3ccccc3c21 | 0% | -0.1% | -22% | -21% | -22%
35 | O=C(CSc1nnc(-c2c[nH]c3ccccc23)o1)NCC1CCCO1 (stereo not drawn) | 6% | 2.2% | -21% | 35% | -7%
36 | CN(Cc1ccco1)C(=O)C1CCC(=O)N(CCc2cccc(F)c2)C1 (stereo not drawn) | 3% | -0.7% | -10% | 5% | -2%

nr | TrxR1 substrate | Vif-A3G inh | RGS4 inhibitor | rTrxR1 inhibitor
25 | 4% | -1% | -9% | 16%
26 | 2% | -11% | 10% | 2%
27 | -2%[57.1 µM] | 2% | -19% | -7%[57.1 µM]
28 | -4% | -19% | 24% | 0%
29 | 4% | -3% | 18% | 19%
30 | -4% | -2% | -5% | -5%
31 | -1% | -2% | -2% | 4%
32 | 103%[activator] | -2% | 7% | 24%
33 | -10% | 0% | -3% | ?
34 | 52%[activator] | -4% | 2% | 15%
35 | -8% | 1% | -17% | -3%
36 | -8% | -1% | -9% | ?

Three compounds picked at random from the list so far:
nr | canonical_smiles | mIDH1 inhibitor | RXFP1 ag | USP1 inh | ALOX12 inh | Vif-APOBEC3F blk
32 | c1ccc(-c2csc(-c3ccncc3)n2)cc1 | 15% | 5.8% | -10% | 15% | 8%
30 | CCOC12NC(=O)CC(=O)N1C(c1ccccc1)=CS2 (stereo not drawn) | 2% | -0.6% | -19% | -27% | -21%
25 | Cc1nn(CC(=O)Nc2cccnc2)c(C)c1[N+](=O)[O-] | 7% | 3.9% | -13% | 15% | -5%

nr | TrxR1 substrate | Vif-A3G inh | RGS4 inhibitor | rTrxR1 inhibitor
32 | 103%[activator] | -2% | 7% | 24%
30 | -4% | -2% | -5% | -5%
25 | 4% | -1% | -9% | 16%

(continued)
nr | canonical_smiles | mIDH1 inhibitor | RXFP1 ag | USP1 inh | ALOX12 inh | Vif-APOBEC3F blk
37 | COc1cc(/C=N/NS(=O)(=O)c2ccc(C)cc2)ccc1OCc1ccc(C(=O)O)cc1 | 4% | 0.2% | -21% | -2% | 7%
38 | CCC(C)(C)c1ccc(OCCN2C(=O)NC(C)(C)C2=O)cc1 | 3% | 3.0% | -16% | 0% | -1%
39 | CC1CCC(NC(=O)Cn2c(=O)oc3ccccc32)CC1 (stereo not drawn) | -9% | -1.2% | -7% | -4% | 2%
40 | COc1cccc(-c2nnc3n(CCc4ccccc4)c(=O)c4ccccc4n23)c1O | 25% | -6.2% | -1% | ? | 10%

nr | TrxR1 substrate | Vif-A3G inh | RGS4 inhibitor | rTrxR1 inhibitor
37 | 4% | -3% | 22% | 11%
38 | -4% | 1% | -4% | 4%
39 | 2% | 2% | 27% | 29%
40 | -8% | -1% | 50% | 10%

The list is partial (hit frequency here may not be typical).
